# Bioassay records from PubChem BioAssay.
# Bcl-2 Bim block = inhibitors of Bim-Bcl-2 interaction, human; actives 0.06% (n = 190,000); Bead-based flow cytometry, Bim peptide-Bcl-2 binding; inhibition, % at 10 µM; P10415; in the data active = inhibition above about 40%; inconclusive = no clear call, values can overlap the other calls;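 note: 0% = no compound wells with probe peptide and 100% = reference peptide inhibitor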
# Target sequence (P10415 whole entry, looked up): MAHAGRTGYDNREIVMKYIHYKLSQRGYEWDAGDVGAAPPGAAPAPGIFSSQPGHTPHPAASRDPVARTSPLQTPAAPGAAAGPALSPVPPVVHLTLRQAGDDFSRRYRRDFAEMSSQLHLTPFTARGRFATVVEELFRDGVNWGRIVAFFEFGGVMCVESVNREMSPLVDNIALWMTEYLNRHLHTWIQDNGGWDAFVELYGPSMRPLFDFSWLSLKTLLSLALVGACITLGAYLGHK
# Bcl-XL Bim block = human Bim-Bcl-XL interaction inhibition; Bim peptide-Bcl-XL binding, bead flow cytometry, fluorescence; inhibition, % at 10 µM; actives 0.04% (n = 190,000); AID 1007
# Target sequence (Q07817 whole entry, looked up): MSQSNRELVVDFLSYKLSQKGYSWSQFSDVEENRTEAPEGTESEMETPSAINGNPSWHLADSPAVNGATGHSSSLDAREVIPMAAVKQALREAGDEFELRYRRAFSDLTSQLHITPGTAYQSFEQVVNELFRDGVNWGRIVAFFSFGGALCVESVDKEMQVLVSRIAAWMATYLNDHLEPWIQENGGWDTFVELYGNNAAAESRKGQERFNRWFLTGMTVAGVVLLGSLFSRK
# GSH fluor = compound fluoresces at 488/530 nm on GSH beads. AID 1776. GSH beads flow cytometry, compound fluorescence 488/530 nm; active compounds read high. actives 0.25% (n = 190,000). fluorescence (KMESF) at 10 µM; in the data active = fluorescence above about 89;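 note: glutathione beads carrying GST-tagged Bcl family fusion proteins plus one bare bead set; values are compound well signal with DMSO vehicle wells as background; inactives centre near 16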
# RGS7-Gao = regulators of human RGS7-Galphao interaction; binding response (% of control), % at 10 µM; P09471; actives 0.35% (n = 220,000); Multiplexed bead flow cytometry, RGS7-Galphao binding; actives lie on both sides; AID 1439; in the data active = binding response below about 49% or above about 150%; inconclusive = no clear call, values can overlap the other calls; inactive = in between;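 note: fluorescent Galphao held in activated GDP-AlF4 state binding bead-coupled RGS7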
# RGS4-Gao reg = modulates binding of RGS4 to human Galphao. P09471. Multiplexed bead flow cytometry; actives lie on both sides. binding response (% of control), % at 10 µM. actives 0.33% (n = 220,000). AID 1415; in the data active = binding response below about 49% or above about 150%; inactive = in between;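 note: fluorescent Galphao activated with aluminum fluoride binding bead-coupled RGS4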
# Bim-Bcl-B = disrupts Bim peptide binding to human Bcl-B. Q9HD36. bead-based flow cytometry. inhibition, % at 10 µM. actives 0.073% (n = 190,000);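 note: 0% = tracer peptide without compound and 100% = reference inhibitor peptide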
# Bcl-W Bim block = human Bim-Bcl-W interaction inhibition | Q92843 | bead-based flow cytometry, Bim peptide-Bcl-W binding | inhibition, % at 10 µM | actives 0.02% (n = 190,000);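 note: 0% = bound tracer without compound and 100% = peptide blocker; higher means less fluorescent Bim peptide bound to Bcl-W beads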
# Target sequence (Q92843 whole entry, looked up): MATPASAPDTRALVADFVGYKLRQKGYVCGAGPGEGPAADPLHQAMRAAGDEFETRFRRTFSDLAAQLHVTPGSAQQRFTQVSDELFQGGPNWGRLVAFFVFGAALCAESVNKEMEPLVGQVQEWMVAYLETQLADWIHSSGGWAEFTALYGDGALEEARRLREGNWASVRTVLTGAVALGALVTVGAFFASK
# Mcl-1 Bim block = human Bim-Mcl-1 interaction inhibition; inhibition, % at 10 µM; AID 1009; Q07820; actives 0.1% (n = 190,000); Bead-based flow cytometry, Bim peptide-Mcl-1 binding;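 note: 0% = no compound tracer wells and 100% = peptide blocker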
# Target sequence (Q07820 whole entry, looked up): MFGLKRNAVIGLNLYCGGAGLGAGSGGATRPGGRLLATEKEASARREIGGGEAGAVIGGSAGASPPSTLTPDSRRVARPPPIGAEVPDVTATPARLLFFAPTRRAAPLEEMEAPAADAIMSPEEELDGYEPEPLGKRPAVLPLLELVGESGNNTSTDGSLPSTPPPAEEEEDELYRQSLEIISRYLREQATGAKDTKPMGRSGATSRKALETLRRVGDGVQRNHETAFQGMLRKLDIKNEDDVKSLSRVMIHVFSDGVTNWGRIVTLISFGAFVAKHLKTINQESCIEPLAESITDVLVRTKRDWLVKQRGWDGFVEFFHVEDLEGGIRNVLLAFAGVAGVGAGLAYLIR
# Mcl1-Bid inh = disrupts binding of human Mcl-1 to Bid peptide. Q07820. TR-FRET Mcl-1/Bid-Dy647 peptide binding, 1536-well. inhibition, % at 21.7 µM. actives 0.97% (n = 220,000). AID 1021;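 active = compounds that cut the binding signal by more than half at the single screening dose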;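 note: His-tagged Mcl-1 with europium anti-His antibody binding Bid BH3 peptide; 0% = Mcl-1 plus peptide wells and 100% = peptide-only wells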
# RGS8-Gao = modulates binding of RGS8 to human Galphao; multiplexed bead flow cytometry; actives lie on both sides; response (percent of control binding), % at 10 µM; actives 0.34% (n = 220,000); AID 1423; in the data active = response below about 60% or above about 140%; inactive = in between;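 note: Galphao activated as the GDP aluminium fluoride complex binding bead-coupled RGS8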
# Bim-Bfl-1 = disrupts Bim binding to human Bfl-1; inhibition, % at 10 µM; Q16548; Bead-based flow cytometry, Bim-Bfl-1 binding inhibition; AID 1008; actives 0.12% (n = 190,000);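 note: 0% = wells without compound plus tracer and 100% = blocker peptide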
# Numbers without * were called inactive; u = inconclusive. Cut-off read from the data, not from the text of the source, unless noted: active = inhibition above about 40%.
# Each structure is followed by: Bcl-W Bim block	RGS4-Gao reg	Mcl-1 Bim block	Bcl-2 Bim block	Bcl-XL Bim block	RGS8-Gao	RGS7-Gao	Bim-Bfl-1	Bim-Bcl-B	GSH fluor	Mcl1-Bid inh
- COc1ccc(NC(=O)CSc2ncn(-c3ccccc3)n2)cc1Cl
  3.0	105.7	2.0	-7.0	-3.0	105.6	101.1	-12.0	-5.0	9	-61.9
- CN1CCN(C(CNS(=O)(=O)c2cccs2)c2cccnc2)CC1 (configuration not stated)
  0.0	0.2*	-3.0	-1.0	0.0	10.6*	-10.0*	-5.0	-2.0	18	0.0
- O=C(OCCN1C(=O)c2ccccc2C1=O)c1cc(S(=O)(=O)N2CCOCC2)ccc1F
  1.0	99.4	-4.0	-4.0	3.0	98.1	99.0	-12.0	-5.0	48	-31.1
- Cc1nnc(NC(=O)CSc2cn(Cc3ccccc3)c3ccccc23)s1
  0.0	102.2	1.0	-5.0	-2.0	101.7	104.6	-9.0	-4.0	14	-2.2
- Cc1cccc(N2CCN(S(=O)(=O)c3c(C)[nH]c(=O)[nH]c3=O)CC2)c1C
  1.0	98.9	4.0	-4.0	-3.0	99.0	102.2	-8.0	-5.0	19	-13.1
- S=c1[nH]ncn1/N=C/c1ccc(N2CCOCC2)cc1
  0.0	96.4	-8.0	-4.0	-6.0	88.7	107.8	11.0	-33.0	13	-19.5
- O=C(c1ccco1)N1CCN(C(=O)c2ccccc2Oc2ccccc2)CC1
  -1.0	100.7	0.0	-8.0	-4.0	99.2	96.0	-16.0	-7.0	27	6.7
- COCC(=O)Nc1ccc(Br)cc1C
  -2.0	98.7	-2.0	0.0	-5.0	97.3	94.6	-3.0	-3.0	9	-26.9
- Cc1cc(C)c(OCCCCN(C)C)c(Br)c1
  1.0	101.9	4.0	0.0	0.0	100.9	106.8	-3.0	-1.0	11	1.6
- CCCCn1nc2cc(C(=O)NC[C@@H]3CCCO3)ccc2c1OCC
  0.0	100.6	-1.0	0.0	1.0	99.7	96.6	-3.0	-2.0	18	-19.3
- CC1CCc2cc(F)ccc2N1C(=O)CSc1nnc2c(n1)[nH]c1ccccc12 (configuration not stated)
  2.0	101.1	2.0	-4.0	2.0	99.8	98.3	-6.0	-1.0	13	-21.5
- COC(=O)c1ccc(Cn2cnc3c(cnn3-c3ccc(F)cc3)c2=O)o1
  -2.0	100.8	0.0	-2.0	-2.0	102.2	101.8	-3.0	0.0	15	-1.7
- COCCn1c(CNc2ccc(F)cc2)nnc1SCC(=O)Nc1ccc(OC)cc1OC
  -2.0	94.7	-2.0	-1.0	0.0	98.2	96.0	-2.0	0.0	12	-32.1
- COCCn1cc(C(=O)N2CCN(C)CC2)c2c3ccccc3n(C)c2c1=O
  -2.0	99.1	-4.0	-3.0	-5.0	99.7	99.2	-3.0	-3.0	10	-15.2
- CCCCNC(=O)CCC(=O)Nc1ccc2nc(N3CCN(C)CC3)cc(C)c2c1
  -5.0	98.6	2.0	-5.0	-3.0	99.0	97.8	-7.0	-1.0	11	-24.8

# One compound at a time, from the list above. Order of screens: Bcl-W Bim block | RGS4-Gao reg | Mcl-1 Bim block | Bcl-2 Bim block | Bcl-XL Bim block | RGS8-Gao | RGS7-Gao | Bim-Bfl-1 | Bim-Bcl-B | GSH fluor | Mcl1-Bid inh
# `CN1CCN(C(CNS(=O)(=O)c2cccs2)c2cccnc2)CC1` (configuration not stated) is entered as 0.0 | 0.2* | -3.0 | -1.0 | 0.0 | 10.6* | -10.0* | -5.0 | -2.0 | 18 | 0.0
# `COCCn1cc(C(=O)N2CCN(C)CC2)c2c3ccccc3n(C)c2c1=O` is entered as -2.0 | 99.1 | -4.0 | -3.0 | -5.0 | 99.7 | 99.2 | -3.0 | -3.0 | 10 | -15.2
# `Cc1cc(C)c(OCCCCN(C)C)c(Br)c1` is entered as 1.0 | 101.9 | 4.0 | 0.0 | 0.0 | 100.9 | 106.8 | -3.0 | -1.0 | 11 | 1.6
# `COCCn1c(CNc2ccc(F)cc2)nnc1SCC(=O)Nc1ccc(OC)cc1OC` is entered as -2.0 | 94.7 | -2.0 | -1.0 | 0.0 | 98.2 | 96.0 | -2.0 | 0.0 | 12 | -32.1

# New compounds follow.
# Each structure is followed by: Bcl-W Bim block	RGS4-Gao reg	Mcl-1 Bim block	Bcl-2 Bim block	Bcl-XL Bim block	RGS8-Gao	RGS7-Gao	Bim-Bfl-1	Bim-Bcl-B	GSH fluor	Mcl1-Bid inh
- COc1ccc(S(=O)(=O)N2CCC(C(=O)Nc3nnc(CCN4CCCCC4)s3)CC2)cc1
  -3.0	98.7	-5.0	-9.0	1.0	96.1	93.9	-13.0	-9.0	42	-2.0
- CCn1c(SCC(=O)Nc2ccccc2OC)nnc1-c1cnccn1
  -2.0	94.2	0.0	0.0	-2.0	100.6	95.9	-1.0	-3.0	24	-12.6
- CCOc1ccc(/C=N/OC(C)C(=O)NCc2ccc3c(c2)OCO3)cc1 (configuration not stated)
  0.0	101.0	0.0	-1.0	-4.0	100.0	98.3	-1.0	-1.0	9	-31.3
- CCN1C(=O)/C(=C/c2c(C)nn(C)c2C)SC1=S
  0.0	99.7	-1.0	-8.0	-5.0	98.2	97.3	-12.0	-12.0	30	-46.8
- COc1ccc(C(=O)NC(=S)Nc2nc(C)c(C(=O)N(C)C)s2)cc1
  -7.0	106.1	-4.0	-5.0	-8.0	115.2	108.1	-7.0	-4.0	27	-32.0
- Cc1ccc(S(=O)(=O)c2cnc3cc(C)nn3c2N)cc1
  0.0	100.4	0.0	-4.0	-1.0	100.5	u	-4.0	-1.0	13	-21.7
- COc1ccc(CN(C(=O)c2cccs2)c2ccccc2)cc1
  0.0	109.0	-1.0	-3.0	0.0	104.4	104.8	-1.0	0.0	17	3.8
- COc1cc(C2C(C(C)=O)=C(O)C(=O)N2CCN2CCOCC2)ccc1O (configuration not stated)
  2.0	101.3	0.0	-2.0	4.0	101.1	99.6	-9.0	-5.0	52	-37.8
- CCC(C)(C)NC(=O)C(c1cccc(OC)c1OC)N(CCC(C)C)C(=O)CCC(=O)Nc1cc(C)on1 (configuration not stated)
  0.0	100.3	0.0	-1.0	0.0	101.1	u	-4.0	0.0	28	-3.0
- O=C1CCCN1CCCNS(=O)(=O)c1ccc(Cl)c(C(=O)N2CCOCC2)c1
  1.0	96.2	4.0	-3.0	-1.0	99.4	96.2	-7.0	-3.0	16	-46.2
- COC(=O)CN1C(=O)C2(C(C#N)=C(N)Oc3n[nH]c(-c4cccs4)c32)c2ccccc21 (configuration not stated)
  -2.0	101.3	0.0	0.0	-2.0	100.8	98.0	-1.0	-3.0	16	-6.9
- COc1ccc(C2(C)NC(=O)N(CC(=O)Nc3ccc4c(c3)OCO4)C2=O)cc1OC (configuration not stated)
  2.0	93.2	0.0	-2.0	1.0	98.7	98.6	1.0	-1.0	18	-11.0
- Cc1ccc(NC(=O)Nc2ccc3c(c2)N(C)C(=O)CS3)nc1
  -2.0	99.7	-2.0	0.0	0.0	101.5	101.3	-2.0	-1.0	61	-5.6
- O=C(OCc1nc2ccccc2s1)c1ccco1
  -5.0	98.8	-2.0	-5.0	-1.0	102.4	105.1	-4.0	-7.0	20	-34.6
- CCOC(=O)CSc1n[nH]c(NS(=O)(=O)c2ccccc2C(F)(F)F)n1
  0.0	99.5	0.0	-2.0	-1.0	98.6	98.5	-2.0	-1.0	8	-16.2
- N#Cc1nc(Cc2cccc3ccccc23)oc1NCc1ccc2c(c1)OCO2
  -3.0	106.2	-3.0	-15.0	-8.0	105.0	103.8	-15.0	-10.0	25	-16.7
- Cc1nnc(NC(=O)c2ccccc2C(=O)O)s1
  0.0	100.4	-2.0	-8.0	-3.0	100.0	100.8	-7.0	-5.0	23	31.3
- COCCOC(=O)C1=C(C)NC2=C(C(=O)CC(C)(C)C2)C1c1ccc(N(C)C)cc1 (configuration not stated)
  3.0	89.6	-5.0	2.0	2.0	82.7	89.1	2.0	-1.0	5	-72.6
- CC1Cn2c(COc3ccccc3)nnc2S1 (configuration not stated)
  -10.0	102.9	-2.0	-14.0	-10.0	98.6	100.6	-6.0	-13.0	16	-26.6
- O=C(Nc1ccccc1C(=O)O)c1cccc(NC(=O)c2ccc(Br)o2)c1
  -1.0	106.1	-2.0	-12.0	-1.0	106.1	100.4	-12.0	-12.0	31	15.6
- CC(C)(C)C1CCC(=NNC(=O)C(=O)NCc2cccnc2)CC1 (configuration not stated)
  -2.0	93.3	-1.0	-3.0	-3.0	94.4	u	-7.0	-2.0	13	-16.4
- Cc1ccc2cccc(NC(=S)NC(=O)c3c(Br)cnn3C)c2n1
  -8.0	96.8	-1.0	-1.0	-5.0	98.6	97.4	6.0	-1.0	66	-11.1
- O=C(Cn1cc2c(n1)CCCC2)NCc1cccc(Cl)c1
  0.0	97.5	0.0	-6.0	-4.0	98.7	98.9	-13.0	-4.0	19	-23.5
- COC(=O)c1c(C)[nH]c(C(=O)OCc2ccc(F)cc2)c1C
  -1.0	101.6	0.0	2.0	-5.0	100.5	100.8	0.0	0.0	5	-12.6
- COc1ccc(N(C(=O)CNC(=O)c2cccs2)C(C(=O)NCC2CCCO2)c2ccc(OC)c(OC)c2)cc1 (configuration not stated)
  0.0	102.0	9.0	0.0	2.0	100.5	100.5	0.0	-1.0	11	-17.7
- CCCn1c(NC(=O)C2CCN(S(=O)(=O)c3cccs3)CC2)nc2ccccc21
  -1.0	102.0	0.0	0.0	1.0	101.8	99.8	-2.0	-1.0	10	-40.0
- COc1ccc(C(=O)OCC(=O)Nc2ccc(Cl)cn2)cc1
  -4.0	100.7	-3.0	-4.0	-3.0	101.2	102.1	-6.0	-3.0	6	-7.2
- Cc1nc(NC(=O)c2cccc(-c3cc4ccccc4oc3=O)c2)ccc1Br
  -7.0	112.0	-4.0	4.0	-8.0	98.8	104.1	2.0	-4.0	9	57.8*
- Cc1ccc(CNC(=O)CS(=O)(=O)c2ccccc2)cc1
  -5.0	98.9	0.0	-5.0	-4.0	96.9	u	-10.0	-6.0	20	11.7
- O=C(CN1C(=O)C2CC=CCC2C1=O)Nc1nnc(SCc2ccc(Cl)cc2)s1 (configuration not stated)
  0.0	100.4	-2.0	-6.0	-7.0	97.2	90.8	-14.0	-10.0	22	11.5
- COCCn1nnnc1CN(CCc1ccccc1)Cc1cc2ccc(C)cc2[nH]c1=O
  -2.0	95.1	-3.0	-6.0	-4.0	101.7	100.2	-2.0	-6.0	14	-19.2
- CCOC(=O)C(=O)Nc1cc([N+](=O)[O-])ccc1C
  -5.0	102.9	-4.0	-5.0	-5.0	102.8	101.7	-13.0	-6.0	13	-12.0
- C#CCOCCOCCOCCNc1nc(N2CCOCC2)nc(N2CCN(C(=O)[C@H]([C@@H](C)CC)n3cc(CCCN=C(N)N)nn3)CC2)n1
  -4.0	102.1	-5.0	-3.0	-5.0	96.5	102.9	-3.0	-8.0	17	4.7
- O=C(Cn1cccc1)N1CCN(c2ccc(F)cc2)CC1
  -1.0	98.8	-1.0	-7.0	-4.0	99.2	91.2	-9.0	-5.0	13	-36.5
- CCc1c(C)nc2[nH]nc(-c3ccccc3)n2c1=O
  -3.0	99.4	-4.0	-5.0	-5.0	96.2	97.5	-5.0	-5.0	13	-18.3
- COc1ccc(C(=O)Nc2cccc(C(=O)N3CCCC3)c2)cc1
  0.0	103.4	-1.0	-5.0	-8.0	104.8	107.1	-6.0	-6.0	44	3.8
- CC1(CC(=O)Nc2ccccc2)NC(=S)N(c2ccccc2)N1 (configuration not stated)
  -1.0	97.8	-3.0	-3.0	-4.0	95.3	u	0.0	-20.0	14	-14.8
- Cc1c(NC(=O)COc2ncnc3ccccc23)c(=O)n(-c2ccccc2)n1C
  1.0	100.2	1.0	-10.0	-5.0	100.6	95.6	-11.0	-9.0	23	-12.0
